FUS yeast rescue: qHTS for Suppressors of FUS Proteinopathy: Primary screen using FUS-linked yeast assay | S. cerevisiae FUS-expressing, growth rescue, OD600, 24 h | Potency, µM (highest dose often 76.6 µM), without a hit: top-dose growth rescue (activation), hits mostly activators | 390,000 compounds, 0.24% hits;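 also: potency is read from the fitted curve at half-maximal effect; plate controls were DMSO vehicle for no effect and reference control for full effect; nearly all actives have a fitted effect of over 55% in size; some results filed as inactive show a strong effect at the top dose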
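Compound concentration series was pinned onto galactose-induced FUS-expressing yeast seeded at OD 0.005. Plates sat 24hr at 30C; absorbance at 600 nm gave growth. DMSO served as background control.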
aSyn rescue: qHTS of alpha-syn Inhibitors; Yeast expressing alpha-synuclein, growth rescue, BacTiter-Glo, 24 h; Potency, µM (titrated, usually from 46.1 µM), inactives show at the highest dose growth rescue (activation), hits mostly activators; 370,000 compounds, 0.14% hits; AID 652106, 2013; also: potency is read from the fitted curve at half-maximal effect; % of control where 0% means no effect; nearly all actives have a fitted effect of over 65% in size
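Rescue of yeast growth: cells expressing toxic alpha-synuclein, induced in galactose at OD600 0.02, incubated with compound 24 h at 30 C. ATP luminescence quantified growth; inhibitors of toxicity appear as activators.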
WRN inhibitor: qHTS for Inhibitors of WRN Helicase. 360,000 compounds, 0.46% hits. Potency, µM (highest dose often 114 µM), without a hit: at the top dose activity change, negative = inhibition, usual class: inhibitors. WRN helicase unwinding, fluorescent forked duplex, kinetic. AID 651768, 2012. Bifunctional 3'-5' exonuclease/ATP-dependent helicase WRN (Homo sapiens), Q14191; also: potency is read from the fitted curve at half-maximal effect; % is scaled to controls: 0 for no effect and ±100 for the full control effect; nearly all actives have a fitted effect of over 55% in size
Target sequence (Q14191 whole entry, looked up): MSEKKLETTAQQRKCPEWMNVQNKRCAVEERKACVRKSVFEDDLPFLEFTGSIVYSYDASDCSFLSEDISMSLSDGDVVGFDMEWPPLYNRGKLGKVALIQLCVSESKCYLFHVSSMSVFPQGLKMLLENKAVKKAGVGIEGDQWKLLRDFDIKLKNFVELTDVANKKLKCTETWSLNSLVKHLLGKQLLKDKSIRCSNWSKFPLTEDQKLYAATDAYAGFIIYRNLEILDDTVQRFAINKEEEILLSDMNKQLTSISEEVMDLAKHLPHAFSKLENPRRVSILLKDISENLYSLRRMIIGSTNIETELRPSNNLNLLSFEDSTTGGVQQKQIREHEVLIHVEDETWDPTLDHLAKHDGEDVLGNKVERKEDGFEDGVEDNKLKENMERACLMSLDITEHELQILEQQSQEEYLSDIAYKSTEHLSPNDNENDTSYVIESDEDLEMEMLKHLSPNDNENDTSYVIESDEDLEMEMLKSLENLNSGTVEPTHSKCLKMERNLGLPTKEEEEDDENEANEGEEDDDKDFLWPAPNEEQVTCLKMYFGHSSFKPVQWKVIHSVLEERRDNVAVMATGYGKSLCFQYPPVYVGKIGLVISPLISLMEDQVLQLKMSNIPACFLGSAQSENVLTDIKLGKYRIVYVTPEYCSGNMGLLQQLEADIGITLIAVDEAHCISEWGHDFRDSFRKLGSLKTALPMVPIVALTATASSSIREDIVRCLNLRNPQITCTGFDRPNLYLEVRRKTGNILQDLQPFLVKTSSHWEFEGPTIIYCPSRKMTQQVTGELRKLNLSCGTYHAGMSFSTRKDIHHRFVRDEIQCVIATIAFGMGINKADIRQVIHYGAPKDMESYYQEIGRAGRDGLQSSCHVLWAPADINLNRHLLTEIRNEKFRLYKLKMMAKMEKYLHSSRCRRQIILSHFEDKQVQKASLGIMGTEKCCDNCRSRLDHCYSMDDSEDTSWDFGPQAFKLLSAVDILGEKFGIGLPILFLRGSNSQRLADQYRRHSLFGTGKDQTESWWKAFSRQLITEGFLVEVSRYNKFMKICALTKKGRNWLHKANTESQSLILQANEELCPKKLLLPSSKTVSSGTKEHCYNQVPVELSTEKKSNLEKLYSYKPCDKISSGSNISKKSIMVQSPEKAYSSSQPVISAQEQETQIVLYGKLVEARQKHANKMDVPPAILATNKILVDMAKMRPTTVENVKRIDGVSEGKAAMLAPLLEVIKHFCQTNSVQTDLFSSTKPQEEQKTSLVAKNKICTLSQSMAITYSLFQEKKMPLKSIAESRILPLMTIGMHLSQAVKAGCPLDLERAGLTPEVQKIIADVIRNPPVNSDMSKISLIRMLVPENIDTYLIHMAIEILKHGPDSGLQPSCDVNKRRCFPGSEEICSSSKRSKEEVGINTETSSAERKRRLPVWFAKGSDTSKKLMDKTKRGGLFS
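Kinetic red-fluorescence monitoring (525/598 nm) tracks WRN helicase activity after 100 nM fluorophore-quencher forked duplex and 2 mM ATP are added to 20 nM enzyme pretreated 15 min at room temperature with compound.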
EPAC1 antagonist: qHTS for Antagonist of cAMP-regulated guanine nucleotide exchange factor 3 (EPAC1): primary screen | 360,000 compounds, 0.14% hits | EPAC1 GEF assay, Rap1b-BODIPY-GDP exchange fluorescence | Potency, µM (top dose mostly 115 µM), without a hit: at the top dose activity change, negative = inhibition, actives largely listed as inhibitors;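 also: potency is read from the fitted curve at half-maximal effect; plate controls were vehicle for no effect and positive control for full effect; nearly all actives have a fitted effect of over 50% in size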
Abeta yeast res: qHTS for compounds that reverse cellular toxicity of Amyloid beta (A-beta) peptide in yeast: Primary Screen | 410,000 compounds, 0.063% hits | Potency, µM (series often up to 46.1 µM), without a hit: at the highest dose growth rescue, usual class: activators | yeast expressing A-beta42, growth rescue, OD600, 48 h; response scale: 0% DMSO, 100% iron-clioquinol control; also: potency is read from the fitted curve at half-maximal effect; nearly all actives have a fitted effect of over 55% in size
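Growth rescue measured by 600 nm absorbance after 48 h yeast culture at 30 C with compound. Values normalized between DMSO and an equimolar ferric chloride plus clioquinol control.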
PI5P4Ka inh: qHTS for Inhibitors of phosphatidylinositol 5-phosphate 4-kinase (PI5P4K). Phosphatidylinositol 5-phosphate 4-kinase type-2 alpha (Homo sapiens), P48426. PI5P4Kalpha enzyme, ADP-Glo luminescence, 60 min; hits give low values. max response, %. 330,000 compounds, 1.2% hits; active = max response of -50% or lower; inconclusive = between -30% and -50%; inactive = -30% or higher; also: value at the top dose of about 77 µM; % is scaled to controls: 0 for no effect and ±100 for the full control effect
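Quantitative HTS of the MLSMR library against PI5P4Kalpha with substrate. ATP added last at 5 microM final; room temperature, 60 minutes. Remaining ATP depleted, ADP converted and read as luminescence.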
PLK1 PBD block: qHTS for Inhibitors of PLK1-PDB (polo-like kinase 1 - polo-box domain): Primary Screen; Plk1 PBD binding of FITC phosphopeptide, fluorescence polarization; Potency, µM, for inactives: max response, negative = inhibition, actives largely listed as inhibitors; 360,000 compounds, 2.8% hits; AID 720504, 2013; also: potency is read from the fitted curve at half-maximal effect; series mostly up to about 57 µM; % is scaled to controls: 0 for no effect and ±100 for the full control effect; nearly all actives have a fitted effect of over 65% in size
EPAC1 agonist: qHTS for Agonist of cAMP-regulated guanine nucleotide exchange factor 3 (EPAC1): primary screen | Rap guanine nucleotide exchange factor 3 (Homo sapiens), O95398 | EPAC1 agonist qHTS, biochemical assay; response scale: 100% = response to 6.5 mM cAMP | Potency, µM (doses to about 154 µM), without a hit: top-dose activation, actives largely listed as activators | 360,000 compounds, 0.073% hits | AID 720707, 2013; also: potency is read from the fitted curve at half-maximal effect; nearly all actives have a fitted effect of over 60% in size
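Normalized to 6.5 mM cAMP, activity reflects EPAC1-catalysed release of BODIPY-GDP from Rap1B, followed kinetically over 30 min at 480 nm excitation, 540 nm emission. Reaction contained 100 nM EPAC1, 250 nM Rap1B-BODIPY-GDP, 50 uM GDP.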
IL-2 act: qHTS of IL-2 Activators | IL-2 activation reporter assay, cell-based qHTS; stimulated with anti-CD3/CD4/CD28 beads; in transgenic mouse T cells | 360,000 compounds, 0.065% hits | AID 652025, 2013 | activation, % (series mostly up to about 46 µM); in the data active = activation above about 50%; inconclusive = mostly about 30% to 49%; also: 0% is about no effect
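Readout is EGFP and DsRed signal by fluorescent plate cytometry after 18 h at 37 degrees C. Transgenic mouse T cells (750/well) received compound for 60 min before bead stimulation (anti-CD3, anti-CD4, anti-CD28); memory T cells served as non-tolerant control.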
The depositor's hits bear a star; ? = inconclusive; · = not tested or not shown; [ ] = another dose, or the depositor's remark. Unless noted, calls follow the shape of the dose curve; as a rule, active = well fitted curve in the direction sought with a large enough effect; inconclusive = small, poorly fitted or top-dose-only effect, or another doubt; inactive = no such curve, though single readings can be large; an effect the other way counts as inactive or inconclusive.

SMILES	FUS yeast rescue	aSyn rescue	WRN inhibitor	EPAC1 antagonist	Abeta yeast res	PI5P4Ka inh	PLK1 PBD block	EPAC1 agonist	IL-2 act
CCC(CC)C(C(=O)NCc1ccccc1)N1CCN(C(=O)C2CCCO2)CC1 (stereo unspecified)	-4.5%	-4.0%	6.9%	20.9%	1.1%	-2.2	-2.8%	4.0%	-0.6
Cc1ccc(C(C)NC(=O)C2CCCC2)c(C)c1 (stereo unspecified)	15.8%	1.0%	-2.7%	3.7%	-10.9%	5.1	-2.8%	-1.8%	0.2
CC(C)n1c(C(=O)OCC(=O)NCc2ccc3c(c2)OCO3)cc2occc21	-0.4%	17.5%	-15.3%	-1.0%	5.6%	·	0.2%	17.6%	-0.9
COCCCNC(=O)CN(c1ccc(Cl)c(Cl)c1)S(C)(=O)=O	18.0%	-8.7%	-12.4%	3.3%	-12.7%	·	1.3%	7.6%	-1.3
CC(O)(c1ccccc1)c1nc(/C=C/c2ccccc2)cs1 (stereo unspecified)	21.9%	-26.7%	-0.2%	-9.0%	8.1%	22.2	4.8%	-6.2%	-0.3
CCOc1ccc(N(CC(=O)NC2CCCC2)S(=O)(=O)c2c(C)[nH]c(=O)[nH]c2=O)cc1	4.9%	-0.9%	0.2%	1.9%	5.6%	0.4	4.3%	-15.5%	0.2
CCc1nnc(NC(=O)C2CC(=O)N(c3ccc4c(c3)OCCO4)C2)s1 (stereo unspecified)	·	-19.4%	-20.4%	3.5%	3.2%	-12.4	13.4µM*	14.7%	-0.2
Cc1cc(C)cc(N(C(=O)c2csnn2)C(C(=O)NC(C)(C)C)c2ccccn2)c1 (stereo unspecified)	24.0%	2.0%	-3.6%	-16.4%	8.7%	3.7	-3.4%	10.3%	2.1
CC(C)=NOC(=O)c1ccc(-c2ccccc2)cc1	·	-8.4%	-4.6%	2.2%	-1.8%	-10.4	?	-4.1%	-0.2
Cc1ccc(NC(=O)CN2C(=O)/C(=C\c3cccs3)SC2=S)cc1	5.7%	2.4%	-14.2%	-15.9%	2.1%	1.7	-5.8%	1.9%	0.3
COCCNc1ccc(N2C(=O)C3CCCCC3C2=O)cc1[N+](=O)[O-] (stereo unspecified)	14.1%	2.9%	-10.2%	0.4%	-7.8%	1.5	6.1%	7.6%	-0.3
COc1cccc(CC2(CO)CCCN(Cc3c(C)cc(C)cc3-n3cccn3)C2)c1 (stereo unspecified)	-17.3%	-0.3%	-12.4%	-10.9%	-3.7%	-4.9	-3.1%	-0.2%	-2.1
CCCCOC(=O)C1[C@H]2C(=O)N(Cc3cccs3)C[C@]23C=C[C@H]1O3 (stereo partly specified)	26.6%	2.7%	-0.6%	0.3%	14.0%	·	-10.5%	-1.9%	1.3
O=C(CSc1ccc(-c2ccco2)nn1)NC1CCCC1	11.6%	-0.3%	-4.4%	8.5%	-11.3%	1.8	-4.1%	-0.6%	0.2
COc1ccc(CNc2ccc(N3CCOCC3)cc2)cc1	11.5%	2.6%	-1.0%	-8.6%	-13.6%	0.5	-15.7%	7.7%	0.7
COc1ccc(CCN(Cc2ccccn2)C(=S)Nc2ccccc2F)cc1OC	2.0%	-0.7%	-0.6%	-21.3%	-11.0%	-0.7	-20.4%	-2.4%	-0.4
O=C(NCc1ccccc1)C(c1ccc(-c2ccccc2)cc1)N1CCN(CCN2CCOCC2)CC1 (stereo unspecified)	10.1%	0.0%	-0.3%	-13.2%	-2.8%	9.6	-0.9%	1.8%	-0.1
O=C(CSc1nc2ccccc2s1)Nc1cc(S(=O)(=O)N2CCOCC2)ccc1Cl	·	0.3%	-9.3%	-0.6%	-10.4%	-12.9	-24.3%	14.4%	0.0
Cc1ccc(-n2[nH]c(C)c(C=Nc3ccc(Br)cn3)c2=O)cc1	-24.4%	1.1%	-2.9%	-16.9%	1.8%	-1.7	5.0%	11.3%	-2.5
CSc1cccc(NC(N)=S)c1	10.5%	1.5%	-5.1%	-5.3%	4.9%	0.1	-8.6%	-3.1%	-2.2
COc1ccc(NC(=O)C2(C)CCN2C(=O)Cc2ccc(Cl)cc2Cl)cc1OC (stereo unspecified)	18.0%	14.4%	-13.9%	-8.3%	-13.2%	2.0	-1.3%	-1.4%	-0.5
CCc1nn(C(C)C(=O)NCc2cccc(OC)c2)c(=O)c2cc3occc3n12 (stereo unspecified)	11.0%	0.7%	6.5%	13.5%	-16.7%	0.3	-3.2%	-13.1%	-4.6
Cn1c(=O)c2cc(NC(=O)NCc3ccc(F)cc3)ccc2n1C	-26.4%	-7.4%	1.2%	-6.8%	-11.7%	-0.7	-4.0%	-18.9%	-0.1
O=C(CCN1CCc2ccccc2CC1)c1ccc2c(c1)OCCO2	2.8%	-71.1%[inhibitor]	?	-2.9%	-73.3%[inhibitor]	·	13.4µM*	8.0%	-1.8
CCCNCc1cc(OCC)c(OCC(N)=O)cc1Br	-24.8%	-6.2%	11.2%	-0.4%	8.5%	-4.1	-5.5%	0.4%	-0.2
CCOc1ccc(NC(=O)c2ccc(F)c(S(=O)(=O)N3CCN(c4ccccn4)CC3)c2)cc1	34.9%	1.0%	4.8%	-6.3%	1.6%	·	-4.8%	26.1%	-0.8
COc1cccc(N2C(=O)CC(Sc3nc(C)cc(C)n3)C2=O)c1 (stereo unspecified)	10.2%	5.3%	-2.6%	-3.8%	5.2%	4.2	-4.2%	10.2%	-1.1
COc1ccc(OCC(=O)NNC(=O)c2ccccn2)cc1	5.7%	15.9%	-5.2%	-1.7%	?	0.1	-18.0%	2.8%	-0.6
Cc1ccc(C(=O)OCC(=O)NC2CCCC(C)C2C)cc1S(=O)(=O)N1CCCCC1 (stereo unspecified)	3.4%	-2.0%	-1.7%	-7.9%	-1.6%	9.6	0.7%	-2.7%	-0.2
CCc1ccc(CN(C)Cc2c(C(=O)N3CCOCC3)nc3c(C)cccn23)nc1	-37.2%	-5.5%	7.6%	1.4%	-13.4%	-12.7	-11.9%	10.0%	1.5
O=C(CCNS(=O)(=O)c1ccccc1F)N1CCN(Cc2ccccc2)CC1	2.4%	-0.5%	6.4%	-2.8%	-6.6%	-4.3	0.0%	-5.8%	0.3
N#Cc1ccccc1NC(=O)COC(=O)c1ccc2c(c1)OCO2	-3.3%	19.3%	7.6%	0.3%	3.4%	-5.2	0.9%	-10.9%	-0.2
NC(=S)NNc1cccc2cccnc12	42.8%	-14.5%	?	-17.6%	-11.3%	-28.6	?	1.9%	2.4
Cc1ccccc1NC(=O)c1ccc(-n2cncn2)nc1	8.2%	-4.1%	10.1%	-4.4%	-1.4%	·	-10.6%	3.5%	-0.3
COc1cccc(OCC(=O)NNC(=O)C(=O)Nc2ccc(OC)cc2OC)c1	21.0%	-7.6%	0.2%	-19.9%	-18.5%	-4.4	-2.6%	-12.6%	-2.1
S=C(Nc1cc(Cl)cc(Cl)c1)N1CCN(c2ccccn2)CC1	8.3%	-0.4%	3.0%	-14.7%	2.4%	5.7	-2.3%	-18.1%	-0.3
O=C(Nc1ccncc1)c1cc2ccccc2o1	8.7%	-0.6%	7.9%	-8.2%	5.2%	0.2	-11.6%	7.9%	0.3
COc1cccc(Nc2nnc(SCn3nnc4ccccc4c3=O)s2)c1	0.1%	5.1%	-9.9%	5.0%	-4.2%	·	-13.8%	10.4%	-2.0
CCOC(=O)N1CCC(n2c(SCC(=O)N3CCCC3)nc3ccccc3c2=O)CC1	-5.2%	·	-9.2%	-0.2%	27.4%	4.8	-3.6%	7.6%	-0.2
COc1ccc2c(c1C)CCC(C)(C#N)C2=O (stereo unspecified)	3.1%	11.4%	7.0%	-6.6%	-3.3%	-2.5	-8.2%	3.3%	2.0
COc1ccc(N(CC(=O)Nc2cccc(C(F)(F)F)c2)S(C)(=O)=O)cc1	8.6%	-5.0%	-0.4%	2.6%	-2.8%	·	0.3%	-4.0%	-0.6
CC(C)CN=Cc1c(O)c([N+](=O)[O-])cc2oc3c(c12)CCCC3	9.9%	-70.3%[inhibitor]	?	-15.5%	-93.7%[inhibitor]	?	-14.7%	10.1%	-2.7
C=CCn1c(COc2ccc(F)cc2)nnc1SCC(=O)NC1CCS(=O)(=O)C1 (stereo unspecified)	4.9%	0.5%	1.5%	-20.7%	-4.3%	-0.4	-8.9%	3.4%	-5.8
O=C(Nc1ccc(Br)cc1F)c1ccncc1	-13.3%	3.6%	5.0%	13.5%	0.0%	-3.0	0.8%	-2.5%	0.0
O=C(NC(c1ccc(Cl)cc1)c1cnccn1)C1CCN(CCOc2ccc(F)cc2)CC1 (stereo unspecified)	-8.8%	2.7%	1.8%	-5.5%	19.0%	-0.1	-6.6%	-17.8%	-0.1
COc1ccc2oc(=O)cc(-c3cc4ccccc4o3)c2c1	10.2%	0.0%	0.6%	-14.3%	-17.4%	-12.9	26.7µM*	-8.5%	16.3

Filtered by structure, the compounds so far containing a thiophene ring, fused or not.
SMILES	FUS yeast rescue	aSyn rescue	WRN inhibitor	EPAC1 antagonist	Abeta yeast res	PI5P4Ka inh	PLK1 PBD block	EPAC1 agonist	IL-2 act
Cc1ccc(NC(=O)CN2C(=O)/C(=C\c3cccs3)SC2=S)cc1	5.7%	2.4%	-14.2%	-15.9%	2.1%	1.7	-5.8%	1.9%	0.3
CCCCOC(=O)C1[C@H]2C(=O)N(Cc3cccs3)C[C@]23C=C[C@H]1O3 (stereo partly specified)	26.6%	2.7%	-0.6%	0.3%	14.0%	·	-10.5%	-1.9%	1.3
